# Screens (PubChem)
# RXFP1 ag – activates the human relaxin receptor RXFP1; Q9HBX9; HEK293T-RXFP1 cAMP TR-FRET, 30 min; response scale: percent of porcine relaxin response, buffer zero; Potency, µM (highest dose often 57.5 µM), for inactives: at the top dose activation, usual class: activators; 370,000 tested, 0.3% active; further: potency means the concentration at half of the fitted maximal effect; on the % scale 0 is the no-effect control and ±100 the full control effect; nearly all actives have a fitted effect of over 60% in size; many of its hits are not listed in these tables
#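 cAMP rise read by TR-FRET after 30 min, 37C compound exposure (up to 58 uM) in RXFP1-transfected HEK293 cells with Ro 20174 present. EC50 from Hill-equation fits, with 29 nM porcine relaxin as 100% and buffer as basal.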
# TrxR1 substrate – substrates of rat thioredoxin reductase 1; O89049; purified TrxR1 substrate turnover, NADPH consumption readout; Potency, µM (series often up to 114 µM), inactives show top-dose activity change, negative = substrate turnover; 390,000 tested, 0.01% active; AID 588456; further: potency means the concentration at half of the fitted maximal effect; on the % scale 0 is the no-effect control and ±100 the full control effect; nearly all actives have a fitted effect of over 50% in size
#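 Rat TrxR1, dispensed at 90 nM, was prereduced with 400 uM NADPH (final) for 5 min at ~22 deg C, then incubated with compound 15 min before 400 uM selenite. A first-read NADPH fluorescence drop versus no-compound background flagged substrates.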
# mIDH1 inhibitor – human IDH1 R132H inhibition. Potency, µM (highest dose often 76.6 µM), inactives show at the top dose activity change, negative = inhibition, actives largely listed as inhibitors. IDH1-R132H enzyme, NADPH consumption, diaphorase/resazurin fluorescence. O75874. 390,000 tested, 0.093% active; further: potency means the concentration at half of the fitted maximal effect; on the % scale 0 is the no-effect control and ±100 the full control effect; nearly all actives have a fitted effect of over 65% in size
#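 IDH1-R132H (0.5 ug/mL dispensed) in pH 7.5 Tris buffer was preincubated 30 min with compound, then given a substrate mix of 0.016 mM NADPH and 2 mM alpha-KG for 80 min at room temperature; remaining NADPH was read by diaphorase/resazurin fluorescence.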
# Vif-APOBEC3G blk – Vif-A3G binding inhibition; Q9HC16; HeLa A3G-eYFP + Vif (tagged APOBEC3G with the HIV-1 protein that degrades it), YFP fluorescence, overnight; Potency, µM (highest dose often 46.1 µM), without a hit: at the top dose activity, negative = active, most hits filed as inhibitors; 410,000 tested, 0.076% active; AID 602310;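 further: potency means the concentration at half of the fitted maximal effect; on the % scale 0 is the no-effect control and ±100 the full control effect; nearly all actives have a fitted effect of over 60% in size; hits raise eYFP signal because A3G escapes Vif-driven loss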
# Target sequence (Q9HC16 whole entry, looked up): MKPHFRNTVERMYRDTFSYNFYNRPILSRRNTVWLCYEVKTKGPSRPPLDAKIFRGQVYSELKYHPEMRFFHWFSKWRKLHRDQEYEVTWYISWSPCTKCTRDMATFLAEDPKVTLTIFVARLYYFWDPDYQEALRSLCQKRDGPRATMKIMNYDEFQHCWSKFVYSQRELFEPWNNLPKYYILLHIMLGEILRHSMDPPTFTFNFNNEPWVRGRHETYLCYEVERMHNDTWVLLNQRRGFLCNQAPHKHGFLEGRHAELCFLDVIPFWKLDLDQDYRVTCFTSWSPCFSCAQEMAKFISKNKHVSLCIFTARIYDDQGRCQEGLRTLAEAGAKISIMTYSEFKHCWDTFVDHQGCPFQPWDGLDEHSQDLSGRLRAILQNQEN
#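 Read-out is eYFP fluorescence (Ex 488/Em 500-530) from Vif-expressing HeLa A3G-eYFP cells; more signal means A3G escaped Vif-mediated degradation. Cells plated overnight, compound pinned in, incubated overnight at 37 deg C.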
# PI4K2A inh – PI4K2A (human) kinase inhibition | 420,000 tested, 0.13% active | purified PI4K2A, ADP-Glo luminescence, 1 h; hits give low values | Q9BTU6 | AID 1346378 | activity change, negative = inhibition, % at 76.9 µM; in the data active means activity change below about -50%; inconclusive means mostly about -30% to -49%;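 further: -100% = wells without enzyme as full effect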
# Target sequence (Q9BTU6 whole entry, looked up): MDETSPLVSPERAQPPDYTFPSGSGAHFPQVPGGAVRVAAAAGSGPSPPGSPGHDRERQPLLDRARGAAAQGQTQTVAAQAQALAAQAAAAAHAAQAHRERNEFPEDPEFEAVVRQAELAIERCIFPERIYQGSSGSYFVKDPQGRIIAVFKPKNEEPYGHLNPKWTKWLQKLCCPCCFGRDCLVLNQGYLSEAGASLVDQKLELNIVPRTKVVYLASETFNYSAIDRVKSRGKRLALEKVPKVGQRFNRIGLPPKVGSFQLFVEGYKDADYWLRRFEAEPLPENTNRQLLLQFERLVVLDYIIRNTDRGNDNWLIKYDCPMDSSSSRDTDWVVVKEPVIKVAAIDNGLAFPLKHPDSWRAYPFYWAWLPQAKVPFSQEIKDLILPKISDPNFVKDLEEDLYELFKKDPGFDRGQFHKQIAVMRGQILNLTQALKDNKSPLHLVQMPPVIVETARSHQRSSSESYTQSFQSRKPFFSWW
#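 PI4K2A activity was measured by ADP-Glo luminescence: enzyme (4 ug/mL stock) and phosphatidylinositol (1.2 mM stock) in Tris pH 7.5/MgCl2/EGTA/Triton X-100 buffer were reacted with ATP (300 microM stock) for one hour at ambient temperature.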
# USP1 inh – blocks the human USP1/UAF1 deubiquitinase complex; O94782; recombinant USP1/UAF1, Ub-Rhodamine cleavage fluorescence; Potency, µM (titrated, usually from 57.1 µM), for inactives: top-dose activity change, negative = inhibition, usual class: inhibitors; 390,000 tested, 0.23% active; further: potency means the concentration at half of the fitted maximal effect; on the % scale 0 is the no-effect control and ±100 the full control effect; nearly all actives have a fitted effect of over 60% in size; inactives centre near -12
#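 USP1/UAF1 complex (1 nM) preincubated 15 min at room temperature with compound, then Ub-Rho substrate (150 nM final) added. Kinetic fluorescence at 480/540 nm over 6 reads at 60 s intervals; 50 mM HEPES pH 7.8, 0.5 mM EDTA, 0.1 mg/ml BSA, 1 mM TCEP, 0.01% Tween-20.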
# Vif-APOBEC3F blk – inhibitors of Vif-A3F interaction; HeLa A3F-eYFP + Vif (tagged APOBEC3F with the HIV-1 protein that degrades it), YFP fluorescence increase; Potency, µM (doses to about 46.1 µM), without a hit: at the highest dose activity, negative = active; 390,000 tested, 0.2% active; AID 602313; further: potency means the concentration at half of the fitted maximal effect; % of control where 0% means no effect; nearly all actives have a fitted effect of over 65% in size
#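 HeLa cells stably expressing A3F-eYFP plus Vif, plated and incubated overnight at 37 deg C, then exposed to compounds overnight at 37 deg C. Blocked degradation read as raised yellow fluorescence (Ex 488/Em 500-530).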
# GRP78 ERSR act – ER stress response induction in glioma | U87-MG GRP78 promoter luciferase reporter, 16 h | Potency, µM, for the others: at the highest dose activation, most hits filed as activators | 420,000 tested, 0.02% active; further: potency means the concentration at half of the fitted maximal effect; series mostly up to about 76 µM; % of control where 0% means no effect; nearly all actives have a fitted effect of over 35% in size
#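 ERSR induction read as luciferase luminescence (Bright-Glo, 10 min at room temperature) in stably transfected human U87-MG glioma cells exposed to compounds for 16 h, using GRP78 as sensor.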
# LDHA inh – blocks human lactate dehydrogenase A; P00338; purified LDHA, NADH/diaphorase-resazurin fluorescence; hits give low values; activity change, % (values are at about 110 or 230 µM); 480,000 tested, 0.15% active; AID 1347041; in the data active means activity change below about -30%; inconclusive means mostly about -25% to -30%;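 further: plate controls were DMSO wells for no effect and wells without enzyme for full effect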
#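 Enzyme activity of human lactate dehydrogenase 5 (2 nM; 0.06 mM NADH, 0.2 mM pyruvate, 5 min, RT) is measured via a resazurin/diaphorase fluorescence readout of residual NADH.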
# Numbers without * were called inactive; ? = inconclusive; / = not tested or not shown; & = joins results of further samples; [ ] = remark or other dose. Unless noted, the call rests on the fitted dose curve; in most records, active means well fitted curve in the direction sought with a large enough effect; inconclusive means small, poorly fitted or top-dose-only effect, or another doubt; inactive means no such curve, though single readings can be large; an effect the other way counts as inactive or inconclusive. The list is partial; the hit share may differ from the screen's.
SMILES,RXFP1 ag,TrxR1 substrate,mIDH1 inhibitor,Vif-APOBEC3G blk,PI4K2A inh,USP1 inh,Vif-APOBEC3F blk,GRP78 ERSR act,LDHA inh
O=S(=O)(c1ccccc1C(F)(F)F)N1C=CC(C(F)(F)F)=NCC1,0.8%,-5%,3%,1%,0,-12%,-10%,-2%,-1
COC(=O)/C(C#N)=C\c1c(OC)[nH]c2ccccc12,3.8%,-2%,-3%,1%,-3,3%,6%,-3%,-6
CC(=O)Nc1ccc(Oc2nc(C)cc(C)n2)cc1,1.9%,-6%[57.1 µM],7%,1%,5,-18%,-3%,-5%,-3
Cc1ccc(C)c(NC(=S)c2ccc3ccccc3n2)c1,0.7%,0%,0%,-7%,-3,-12%,-2%,5%,-1
COc1ccc(C2=NN(CN3C(=O)C(=O)c4ccccc43)C(c3ccc(OC)cc3)C2)cc1 (configuration not stated),1.4%,-2%,11%,0%,5,-18%,-17%,1%,2
O=C(NCc1cccnc1)/C(=C\c1ccc(-c2ccc(Br)cc2)o1)S(=O)(=O)c1ccccc1,0.0%,4%,-24%,?,4,-9%,-7%,-14%,-8
COC(=O)c1sccc1NC(=O)Nc1ccccc1OC,-1.3%,-15%,-2%,3%,-5,-10%,4%,-3%,-17
O=C(CSc1nnc2ccccn12)Nc1ccccc1Cl,/,10%,-9%,-1%,-6,-1%,-9%,1%,-14
CCCCc1nc(SCC(=O)Nc2cc(C)on2)n[nH]1,1.2%,-8%,0%,0%,2,-9%,1%,-4%,2
O=C(COc1ccc2ccccc2c1)Nc1ccncc1,-0.5%,2%[57.1 µM],4%,3%,2,-10%,1%,3%,1
CC(O)CNCCCCOc1ccc(OCc2ccccc2)cc1 (configuration not stated),-1.6%,-3%[57.1 µM],-5%,-1%,0,-13%,8%,-1%,-3
O=C(Nc1ccccc1N1CCN(c2ccc(F)cc2)CC1)C1CCCCC1,0.9%,-12%,-8%,3%,5,4%,-9%,-5%,-5
C=CCOc1ccc2ccccc2c1CNn1c(C)n[nH]c1=S,-1.1%,6%,1%,2%,1,-6%,-4%,-1%,-1
CC1=C(C(=O)Nc2ccccc2)C(c2ccccn2)n2nc(SCc3ccccc3)nc2N1 (configuration not stated),-4.3%,-5%,20%,1%,-5,-8%,-18%,0%,-7
CCOc1ccc(CCNC(=O)CSc2n[nH]c(-c3ccccc3)n2)cc1OCC,4.0%,-4%[57.1 µM],7%,1%,-1,-15%,-3%,-1%,8
COc1ccc(Nc2nc(-c3ccccc3)c(C(=O)Nc3cccnc3)s2)cc1,10%,-2%,8%,-3%,9,-25%,-15%,1%,-7
O=C(CN1C(=O)/C(=C\c2ccc(F)cc2)Oc2ccccc21)NCc1ccco1,0.3%,86%[activator],1%,0%,0,-17%,-5%,-3%,-3
CSc1ncc(C(=O)O)n1-c1ccc(F)cc1,-0.6%,8%[57.1 µM],-3%,0%,-2,2%,-2%,-4%,-21
COc1ccccc1CNC(=O)c1cc(-c2ccccc2)nn1Cc1cc(C)no1,2.4%,-9%,12%,-8%,3,-18%,6%,3%,-3
CC(C)CNC(=O)NC(=O)COC(=O)Cn1cnc2ccccc2c1=O,9.0%,6%,6%,3%,-2,-9%,-7%,-3%,0
CC(/C=N/NC(=O)CSc1nc(C)cc(C)n1)=C\c1ccccc1,-1.3%,-19%,-4%,-12%,5,-8%,?,0%,-4
CN1CCN(C2=NC3(CCCC3)C(C#N)C(=O)N2)CC1 (configuration not stated),-1.9%,-6%[57.1 µM],-5%,1%,1,2%,-2%,-3%,-7
Cc1nn(CC(=O)NCc2ccc(F)cc2)c2ccccc12,-7.1%,-2%,28%,4%,-7,-2%,-6%,-2%,-7
CCCCCSc1nc2sc3c(c2c(=O)n1-c1ccccc1)CCN(C(C)=O)C3,1.6%,-16%,?,-9%,-15,-18%,-6%,-1%,-6
COc1ccc(S(=O)(=O)N2CCOCC2)cc1NC(=O)[C@@H]1CCCN1C(=O)c1cccs1,7.2%,8%,-1%,-5%,2,-2%,-12%,-3%,-1
# (listing goes on)
SMILES,RXFP1 ag,TrxR1 substrate,mIDH1 inhibitor,Vif-APOBEC3G blk,PI4K2A inh,USP1 inh,Vif-APOBEC3F blk,GRP78 ERSR act,LDHA inh
CCc1cccc(C)c1NC(=O)CN1C(=O)c2c(c3ccccc3n2C)C1c1ccc(OC)cc1 (configuration not stated),1.7%,13%,6%,3%,-3,12%,4%,-1%,1
CCOc1ccccc1NC(=S)N1CCC(NC(=O)NC23CC4CC(CC(C4)C2)C3)CC1,-3.5%,7%,11%,3%,2,?,-3%,-6%,-20
CCCCCN(C(=O)COC(=O)CSc1ccc([N+](=O)[O-])cc1)c1c(N)n(CCCC)c(=O)[nH]c1=O,-0.1%,-7%[57.1 µM],-22%,0%,-1,-3%,-20%,-2%,-16
COC(=O)C1(C)CCCC2(C)C3CCC(C(C)C)C(CO)C3C(CO)CC12 (configuration not stated),/,/,0%,-12%,-5,-3%,5%,-6%,6
CCc1nn(CCCC(=O)NCc2ccccc2OC)c(=O)c2cc3occc3n12,1.0%,5%,1%,3%,-3,-6%,4%,0%,-1
O=C(CNC(=S)NC(=O)c1cccs1)c1ccccc1,-0.7%,1%[57.1 µM],5%,0%,6,-3%,?,1%,0
Cc1cc(C)c(-c2c(O)c3cccc4c3n(c2=O)CCC4)c(C)c1,1.7%,26%,1%,2%,-16,-22%,-5%,-4%,-1
CCN(CC)S(=O)(=O)c1ccc(C)c(NC(=O)CN2CCN(Cc3ccccc3)CC2)c1,0.4%,0%,1%,1%,-11,-25%,0%,-2%,?
Cc1cccc(NC(=O)N2CCc3ccccc3C2)c1C,1.3%,12%,0%,4%,-1,-23%,3%,8%,2
FC(F)(F)c1ccc2c(c1)n(Cc1ccccc1)c1[n+]2CCCCC1,1.0%,8%[57.1 µM],-1%,1%,-3,-10%,-9%,-5%,-22
CCCc1[nH]nc2c1C(c1ccc(OC(=O)N3CCOCC3)c(OC)c1)C(C#N)=C(N)O2 (configuration not stated),1.2%,8%[57.1 µM],0%,-1%,-2,-21%,6%,-4%,7
CN(C)c1nc(OCCOC(=O)Nc2ccc(Cl)cc2Cl)nc(N(C)C)n1,-0.1%,-3%,2%,1%,0,-3%,-5%,-4%,-18
O=C(N/C(=C/C=C/c1ccccc1)C(=O)N1CCCCC1)c1ccc([N+](=O)[O-])cc1,-2.6%,-3%,-8%,2%,-6,-30%,3%,-5%,2
COc1ccc(C(C)(O)c2nc(-c3cccc(O)c3)cs2)cc1 (configuration not stated),/,/,/,?,2,/,/,0%,-2
C/C=C/Cn1c(Br)nc2c1c(=O)n(C)c(=O)n2C,3.8%,9%,5%,0%,-3,-18%,0%,-6%,-3&2
COc1ccc2c(c1)cc(C(=O)N[C@@H](Cc1ccccc1)C(=O)O)n2C,3.8%,106%[activator],-6%,3%,4,-10%,6%,0%,-4
COc1ccc(OC)c(S(=O)(=O)N(C)CC(=O)O)c1,-0.4%,-1%[57.1 µM],3%,2%,9,-15%,7%,-3%,1
O=C(NCc1cccs1)c1nc2ncccn2n1,2.8%,12%[57.1 µM],2%,2%,0,-9%,6%,-2%,-3
CCCCCCn1c(N2CCCC2)nc2c1c(=O)[nH]c(=O)n2C,6.2%,11%[57.1 µM],1%,0%,-1,-4%,-2%,-1%,-6&13
Nc1c2c(nc3c1CCCC3)CCCC2 (tested in a mixture with another compound),3.4%,-17%,-12%,3%,31,5%,-10%,-2%,2
CC(C)n1nc(C(=O)OCC(=O)N2CC(=O)Nc3ccccc32)c2ccccc2c1=O,1.7%,3%,-6%,1%,1,-22%,1%,2%,0
O=C(Nc1cc(Cl)cc(Cl)c1)c1cc(S(=O)(=O)N2CCc3ccccc3C2)ccc1F,5.2%,2%[57.1 µM],-13%,-2%,-2,-22%,-4%,-3%,7
O=C(NCCc1ccc(Cl)cc1)c1ccc2c(c1)N(Cc1ccccc1F)C(=O)c1ccccc1S2(=O)=O,-1.2%,0%,7%,2%,0,-27%,-5%,-2%,-2
C=C(C)CSC1=C(C#N)C(c2ccccc2Cl)CC(=O)N1 (configuration not stated),2.6%,-12%,0%,-10%,-3,-17%,-1%,-8%,7
CCCn1nnc(NC(=O)c2cc3ccccc3o2)n1,0.2%,7%,11%,-1%,0,1%,-1%,-1%,-4
O=C(NNC1=NC2(CCCC2)Cc2ccccc21)c1ccncc1,-0.9%,2%,4%,-5%,-6,-6%,-1%,0%,0
COc1cccc(NC(=O)c2ccccc2SC)c1,0.6%,9%,7%,0%,-1,?,-3%,3%,-2
COc1cc(CNc2ccc(N3CCOCC3)cc2)ccc1OCC(=O)NC(C)(C)C,-1.9%,2%,-10%,2%,-2,-22%,8%,0%,11
Clc1ccc(COn2c(-c3ccc(Cl)cc3)nc3ccccc32)cc1,2.1%,4%[57.1 µM],3%,1%,7,-17%,0%,-1%,-2
